Screening results deposited in PubChem BioAssay by National Center for Advancing Translational Sciences (NCATS).
FLuc counter = firefly luciferase modulation, counter-screen for miR-21 project. P08659. purified FLuc, Km substrates, luminescence inhibition. Potency, µM (highest dose often 57.5 µM), without a hit: top-dose activity change, negative = inhibition, actives largely listed as inhibitors. actives 6.9% (n = 360,000). AID 588342; active means well fitted inhibition curve with a large enough effect; inconclusive means small, poorly fitted or top-dose-only effect;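 further: plate controls were vehicle for no effect and reference inhibitor for full effect; nearly all actives have a fitted effect of over 55% in size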
Target sequence (P08659 whole entry, looked up): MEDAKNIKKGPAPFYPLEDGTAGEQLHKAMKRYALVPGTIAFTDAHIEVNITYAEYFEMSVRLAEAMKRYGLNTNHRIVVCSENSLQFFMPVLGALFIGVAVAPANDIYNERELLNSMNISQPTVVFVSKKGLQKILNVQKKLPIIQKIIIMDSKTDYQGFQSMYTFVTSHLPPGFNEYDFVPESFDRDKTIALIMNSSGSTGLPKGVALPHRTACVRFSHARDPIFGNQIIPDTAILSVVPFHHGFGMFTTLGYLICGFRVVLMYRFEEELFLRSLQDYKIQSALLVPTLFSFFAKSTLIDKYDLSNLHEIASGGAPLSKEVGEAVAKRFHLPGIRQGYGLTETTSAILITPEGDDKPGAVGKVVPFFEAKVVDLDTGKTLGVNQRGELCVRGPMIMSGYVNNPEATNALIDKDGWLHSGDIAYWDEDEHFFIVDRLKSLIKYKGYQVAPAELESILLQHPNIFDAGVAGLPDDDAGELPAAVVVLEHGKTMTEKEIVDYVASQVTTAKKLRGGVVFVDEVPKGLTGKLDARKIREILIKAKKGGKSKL
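Biochemical qHTS of compounds, final roughly 60 µM downward over six points, against 10 nM purified firefly luciferase using Km concentrations of substrates (10 uM D-luciferin, 10 uM ATP) in Tris acetate pH 7.5 buffer; luminescence output.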
Numbers without * were called inactive; ? = inconclusive. Potency means the concentration at half of the fitted maximal effect. Only part of the results is shown. The share of hits here may be higher or lower than overall.

SMILES	FLuc counter
CCc1nn2c(=O)cc(COC(=O)c3ccccc3NC(=O)c3cccs3)nc2s1	-7%
COC(=O)c1cccc(Nc2c(-c3ccc(SC)cc3)nc3nc[nH]n23)c1	?
O=C(NCc1ccc(F)cc1)c1ccc(CSc2nc3ccncc3n2Cc2ccc(F)cc2)cc1	1%
CCc1ccc(C2c3c(oc4ccc(C)cc4c3=O)C(=O)N2c2nc(C)c(C)s2)cc1 (centres undefined)	1%
COc1ccc(C(CC(=O)Nc2cc(OC)c(OC)c(OC)c2)N2Cc3ccccc3C2=O)cc1 (centres undefined)	-11%
CC(=O)c1ccc(NC(=O)Cn2cc3c(n2)CCCC3)cc1	-6%
Cc1ccc(CNc2nnc(C)c3nnn(Cc4ccc(F)cc4)c23)cc1	-6%
CCCCCCOc1ccc(/C=C/C(=O)Nc2sc3c(c2C(=O)OC)CCC3)cc1OC	-9%
COCc1cc(C)nc2sc(C(=O)Nc3ccc(C(C)=O)cc3)c(N)c12	-14%
CCOc1ccc(CC(=O)NC2CC(=O)N(c3ccc4c(c3)OCCO4)C2)cc1 (centres undefined)	-5%
Cc1cc(-c2ccc(C)c(S(=O)(=O)N(Cc3cccs3)C(C)C)c2)on1	-13%
CC(=O)c1cccc(NC(=O)C2=CC(c3ccc(F)cc3)=NS(=O)(=O)N2C)c1	1%
CC(C)CC(=O)n1nc(-c2ccco2)nc1NCc1ccc(Cl)cc1	3%
Cc1ccccc1C(=O)Nc1ccc(NC(=O)c2cccs2)cc1	?
CCOc1ccc(N2C(=O)c3n[nH]c(-c4cccs4)c3C2c2cccc(F)c2)cc1 (centres undefined)	-5%
O=C(NCCc1csc2nc(-c3ccccc3F)nn12)C(=O)Nc1cc(F)ccc1F	3%
O=C(NC1CCCCCC1)C1c2ccccc2C(=O)N1Cc1ccccc1Cl (centres undefined)	-2%
Cc1ccc(S(=O)(=O)NCC2CCC(C(=O)NCCc3ccccc3)CC2)cc1 (centres undefined)	-5%
CC(C)c1ccc(CNC(=O)c2ccc(N3CCCC3)c(NC(=O)NCc3ccc(F)cc3)c2)cc1	-16%
CNC(=O)c1ccc(Nc2nnc(-c3ccc(C)c(S(=O)(=O)N4CCCCC4)c3)c3ccccc23)cc1	-14%
COc1cc(NC(=O)CC2C(=O)OCCN2Cc2ccccc2)cc(OC)c1 (centres undefined)	-4%
CCn1nnc2cc(C(=O)Nc3cccc(Cl)c3)ccc21	2%
Cc1ccc(NC(=O)Cn2nc(-c3ccc(F)cc3)c3cnc4ccc(C)cc4c32)cc1	1%
O=C(CCCc1nc(-c2ccc(Cl)cc2)no1)NCc1ccco1	4%
Cc1ccc(NC(=O)CSc2nnc(-c3cc4occc4n3C)n2-c2ccccc2C)cc1F	3%
CCN(CCCNC(=O)CN1N=C(c2ccccc2)CCC1=O)c1cccc(C)c1	-2%
CCC(=O)N1CCc2cc(Br)cc(S(=O)(=O)CCC(=O)N3CCN(c4cccc(C)c4)C(C)C3)c21 (centres undefined)	2%
COc1ccccc1CN(Cc1ccco1)c1cnc(S(C)(=O)=O)nc1C(=O)Nc1cc(C)ccc1C	0%
Cc1cccc(-n2ncc3c(NNC(=O)c4ccccc4Cl)ncnc32)c1	-2%
COc1ccc(Cl)cc1NC(=O)c1cc(=O)c2cc(C)cc(C)c2o1	1%

Two compounds picked at random from the list so far, as already listed:
SMILES	FLuc counter
CCn1nnc2cc(C(=O)Nc3cccc(Cl)c3)ccc21	2%
COc1ccc(Cl)cc1NC(=O)c1cc(=O)c2cc(C)cc(C)c2o1	1%

Next section
SMILES	FLuc counter
Cc1cccc(NC(c2cccc(Cl)c2)c2ccc3cccnc3c2O)n1 (centres undefined)	3%
CC1CCN(Cc2c(O)ccc3c(=O)c(-c4cccc(Cl)c4)c(C(F)(F)F)oc23)CC1	2%
CSc1nc2sc3c(c2c(=O)n1-c1ccc(C)cc1)CCCC3	0%
COc1cccc(CNC(=O)c2oc3c(c2C)-c2nn(Cc4cccc(Cl)c4)cc2CC3)c1	-13%
Cc1c(Cl)cccc1NC(=O)Cn1cc(C(=O)c2cccs2)c2ccccc21	0%
O=C(CN1C(=O)CCn2nc(-c3ccccc3)cc21)NCc1ccc(Cl)cc1	-16%
CCS(=O)(=O)N1CC(=O)N(c2ccccc2C)C(C)(C(=O)NC2CCCCC2)C1 (centres undefined)	-1%
Cc1cc(C)c(NC(=O)CN(C)S(=O)(=O)c2ccc3c(c2)CCC(=O)N3)c(C)c1	6%
COc1cccc(C(=O)Nc2cccc(C(=O)OCc3cc(=O)n4c5c(sc4n3)CCCC5)c2)c1	?
Cc1cccc(C)c1Nc1nn2c(=O)c3cc4c(cc3nc2s1)OCO4	-8%
Cc1cc(C)c(S(=O)(=O)Nc2ccc3oc4c(c3c2)C(=O)CC(C)(C)C4)cc1C	-13%
CCc1nnc(SCc2cc(C)ccc2C)c2cc3sc(C)cc3n12	-8%
COc1ccc(-c2nc3c(c(SCC(=O)N4CCCCC4)n2)Cc2cc(Cl)ccc2O3)cc1	2%
CCn1c(=O)n(CC)c2cc(N3CCCCC3)c(NC(=O)Nc3cc(C)cc(C)c3)cc21	-2%
CCC(=O)N1CCc2cc(S(=O)(=O)NCCC(=O)Nc3ccc(OC)c(Cl)c3)ccc21	3%
CCOC(=O)CN1C(C(=O)c2ccccc2)=C(OC(=O)C(C)(C)C)c2ccccc2S1(=O)=O	4%
COc1ccc(CC(=O)NCC(c2ccc(N(C)C)cc2)N2CCOCC2)cc1 (centres undefined)	-2%
Cn1nnnc1SCCCNCc1cc(Br)ccc1OCc1ccccc1	3%
O=c1c2oc3ccccc3c2n(Cc2ccccc2)c(=O)n1Cc1ccc2c(c1)OCO2	5%
CCOc1cc(CNC(=O)c2ccc3c(c2)N(C)C(=O)C2CCCCN32)ccc1OC (centres undefined)	4%
CCCn1c2ccccc2c2cnn(CC(=O)NCCc3ccc(OCC)c(OCC)c3)c(=O)c21	?
CC(C)c1ccc(Nc2cc(C(=O)NC3CCCCC3)c3ccccc3n2)cc1	-4%
CCn1c(C(=O)Nc2cc(C)cc(C)c2)cc2sc(Cl)cc21	-20%
Cc1ccc(CN2CCN(C3CCN(C(=O)c4ccc(C)cc4)CC3)C(=O)C2=O)cc1	1%
Brc1csc(CN2CCc3nc(Nc4ccccc4)ncc3C2)c1	?
COc1ccc2c(c1)cc1c(=O)n(CC(=O)NC3CCCCC3)nc(C)n12	-3%
COc1ccc(C(=O)Nc2ccc3nc(SCC(=O)N4CCCc5ccccc54)sc3c2)cc1	?
O=C(Cn1nc(N2CCN(c3ccccc3)CC2)ccc1=O)NCc1cccc(Cl)c1	-7%
CCOC(=O)c1c(C)[nH]c(C)c1S(=O)(=O)NCC(=O)NCc1cccc(Br)c1	3%
COc1cccc(NC(=O)c2sc(-n3nc(C)c(Cc4ccccc4Cl)c3C)nc2C)c1	-1%
CC(=O)Nc1ccc(Nc2ncnc3c2c(-c2ccccc2)cn3-c2ccccc2)cc1	-9%
COc1ccc(Cl)c(Cn2c(NCCN)nc3c2c(=O)n(C)c(=O)n3C)c1	0%
Cc1cc(NC(=O)c2cc(-c3cccc(Cl)c3)on2)n(-c2ccccc2)n1	-7%
CCc1cc2c(cc3c(=O)n(CC(=O)NCc4cc(Br)ccc4OC)ncn32)s1	0%
Cc1cccc(NC(=O)CN(c2ccc(C(C)C)cc2)S(=O)(=O)c2c(C)nn(C)c2C)c1C	-9%
COc1ccc(Cn2c(CCC(=O)NCc3ccc(Cl)cc3)nc3cccnc32)cc1	0%
CNC(=O)c1ccc2c(c1)N(Cc1ccccc1Cl)C(=O)c1ccccc1S2	-17%
Cc1ccccc1Cn1nnc2c(=O)[nH]c(C3CCCN(C(=O)c4ccc(F)cc4)C3)nc21 (centres undefined)	3%
Cn1c(=O)c2c(c3ccccc31)OC(=O)CC2c1ccccc1 (centres undefined)	?
CC(=O)N1c2ccc(S(=O)(=O)NCC3CCC(C(=O)NC(C)(C)C)CC3)cc2CC1C (centres undefined)	5%
CCOC(=O)C1CCC(CN(Cc2ccc(OC)cc2)S(=O)(=O)c2ccc(F)c(C(=O)Nc3cc(C)ccc3C)c2)CC1 (centres undefined)	3%
CC(=O)N1c2ccccc2CC1C(=O)N1CCN(c2ccc(F)cc2)CC1 (centres undefined)	0%
Cn1c(CNC(=O)CSc2nc(-c3ccccc3F)nc3cc(=O)[nH]n23)nc2ccccc21	1%
Cc1ccc(C)c(N2CCN(C(=O)c3cc4ccc5cccnc5c4[nH]3)CC2)c1	?
CCn1cc(S(=O)(=O)c2cc(C)cc(C)c2)c(=O)c2cc(F)c(N3CCN(c4ccccc4)CC3)cc21	0%
CCOc1ccc(NC(=O)NCc2cccn2Cc2ccccc2)cc1	-4%
O=c1c(S(=O)(=O)c2ccccc2)cn(Cc2ccccc2)c2cc(N3CCCC3)c(F)cc12	-2%
CCc1ccc(NC(=O)C(=O)NCC(c2ccc3c(c2)OCO3)N2CCN(C)CC2)cc1 (centres undefined)	0%
Cc1cc2c(cc1NC(=O)c1ccc(C(C)(C)C)cc1)n(C)c(=O)c(=O)n2C	2%
CCc1ccc(CNC(=O)c2ccc(-n3c(C)cc4c3CCC(C)C4)cc2)cc1 (centres undefined)	-6%
Cc1cccc(CS(=O)(=O)Cc2ccc(C(=O)NCc3ccc(F)cc3)o2)c1	-7%
COc1ccc2c(c1)CCc1sc(NC(=O)c3ccc(Cl)cc3)nc1-2	?
CC(C)CNc1nc(NC(C)(C)C)nc(Oc2ccc(=O)n(-c3ccccc3)n2)n1	-2%
CCOc1ccc(CCNC(=O)c2cc3c(s2)-c2c(C)cccc2OC3)cc1	0%
CCOC(=O)c1c(S(=O)(=O)N2CCC(C(=O)N3CCN(c4ccccc4F)CC3)CC2)c(C)n(C)c1C	-5%
CCOCCCNC(=O)c1ccc(Cn2c(=O)c3cccn3c3cccnc32)cc1	5%
O=C(O)c1ccccc1NC(=O)N1c2ccccc2Sc2ccccc21	?
Cc1ccccc1-c1nc(CN2CCC(C(=O)NCc3ccc(F)cc3)CC2)c(C)o1	-14%
CCOC(=O)c1ccc(CN(Cc2ccccc2C)S(=O)(=O)c2ccc(F)c(C(=O)Nc3cccc(OC)c3)c2)cc1	2%
CCOc1ccc(CCNC(=O)CSc2n[nH]c(-c3ccccc3)n2)cc1OCC	0%

Part of the list above, reformatted.
O=C(O)c1ccccc1NC(=O)N1c2ccccc2Sc2ccccc21
  FLuc counter: ?
Cc1ccccc1-c1nc(CN2CCC(C(=O)NCc3ccc(F)cc3)CC2)c(C)o1
  FLuc counter: -14%
CCOC(=O)c1ccc(CN(Cc2ccccc2C)S(=O)(=O)c2ccc(F)c(C(=O)Nc3cccc(OC)c3)c2)cc1
  FLuc counter: 2%
CCOc1ccc(CCNC(=O)CSc2n[nH]c(-c3ccccc3)n2)cc1OCC
  FLuc counter: 0%

Some of the entries above in another layout:
molecule | FLuc counter
CCOC(=O)c1ccc(CN(Cc2ccccc2C)S(=O)(=O)c2ccc(F)c(C(=O)Nc3cccc(OC)c3)c2)cc1 | 2%
CCOc1ccc(CCNC(=O)CSc2n[nH]c(-c3ccccc3)n2)cc1OCC | 0%
CCc1ccc(CNC(=O)c2ccc(-n3c(C)cc4c3CCC(C)C4)cc2)cc1 (centres undefined) | -6%
CCOc1ccc(NC(=O)NCc2cccn2Cc2ccccc2)cc1 | -4%
COc1ccc2c(c1)CCc1sc(NC(=O)c3ccc(Cl)cc3)nc1-2 | ?
CCOCCCNC(=O)c1ccc(Cn2c(=O)c3cccn3c3cccnc32)cc1 | 5%
Cc1cc2c(cc1NC(=O)c1ccc(C(C)(C)C)cc1)n(C)c(=O)c(=O)n2C | 2%

(more compounds)
SMILES	FLuc counter
CCc1ccc2oc(C(=O)Nc3c(C)n(C)n(-c4ccccc4)c3=O)cc(=O)c2c1	-8%
COc1cc(OC)cc(C(=O)Nc2ccccc2-c2nc3ccccc3s2)c1	-4%
COC(=O)c1ccc(C(=O)OC)c(NC(=O)c2cc3nc(-c4ccc(C)cc4)cc(C(F)(F)F)n3n2)c1	1%
Cc1ccc(NC(=O)c2cc3c(Cl)nc4ccc(C)cc4c3s2)c(Cl)c1	-3%
Cc1nc2nc(SCC(=O)Nc3ccccc3Cl)nn2c(C)c1Cc1ccccc1	-14%
Cc1ccc(C(=O)NCC(c2cccnc2)N2CCc3ccccc3C2)cc1C (centres undefined)	2.7µM*
COc1ccc(NC(=O)CSc2nc(-c3ccco3)cc(C(F)(F)F)n2)cc1OC	3%
CCCN(C(=O)c1sc2nc3n(c(=O)c2c1C)CCCC3)c1ccccc1C	-10%
COCCCNC(=O)Cn1nc(N2CCN(c3ccccc3)CC2)ccc1=O	-5%
Cc1ccc(CN2CCCn3nc(C(=O)NCC(C)c4ccccc4)cc3C2=O)cc1 (centres undefined)	-4%
O=C(CSc1ncccc1C(=O)Oc1ccccc1Cl)Nc1ccc(C(F)(F)F)cc1Cl	1%
CCCCOc1ccc(C(=O)N(Cc2ccco2)Cc2ccco2)cc1	-18%
CCN(C(=O)c1cn(C)c(=O)c2ccccc12)c1cccc(C)c1	-15%
CCOc1ccccc1NC(=O)CCc1c(C)nc2c3cccnc3nn2c1C	1%
CCOC(=O)CSc1nc2cc3c(cc2c(=O)n1CCCC(=O)NCc1ccc2c(c1)OCO2)OCO3	5%
COc1ccc(NC(=O)CCCn2c(=O)c3cccn3c3cccnc32)cc1Cl	-2%
COc1cc(OC)cc(-n2nnc(-c3nc(-c4ccccc4Cl)no3)c2N)c1	?
Cc1ccc(C(=O)N2CCN(c3ccc(F)cc3)CC2)cc1NC(=O)c1nsc2ccccc12	-4%
COc1ccc2sc(N(Cc3cccnc3)C(=O)CCc3ccccc3)nc2c1	-12%
CC(C(=O)Nc1ccc(OC(F)(F)F)cc1)N1Cc2ccccc2C1=O (centres undefined)	-7%
